# Compound activity as filed in PubChem.
# tim23-1 inh – growth inhibitors of tim23-1 mutant yeast, primary screen, luminescence, uHTS; S. cerevisiae tim23-1 growth, BacTiter-Glo luminescence, 24 h; inhibition, % at 20 µM; 330,000 tested, 1.3% active;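 active = growth inhibition of the mutant yeast at or above 50%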;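 also: temperature-sensitive mutant grown at 25 °C; plate controls were DMSO-treated mutant yeast for no effect and medium wells lacking yeast for full effect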
# CHOP UPR activ – activators of apoptotic CHOP UPR arm, primary screen, cell-based, CHO-CHOP luciferase reporter, luminescence, uHTS. activation, % at 10 µM. 330,000 tested, 0.34% active. UPR activation; percent of tunicamycin response over DMSO baseline;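 active = at 10 µM dose, activation of 40% or more, normalized to positive control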;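 also: 100% = tunicamycin at 10 µg/mL and 0% = DMSO alone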
#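 System: CHO CHOP reporter cells. Amount: 500 cells per well. Buffer or medium: F12 medium, 10% FBS. Compound dosing: one dose, 10 µM in 0.5% DMSO. Incubation: 6 h compound exposure at 37 °C after overnight seeding. Technique: Steady-Glo luciferase luminescence. Benchmarks: tunicamycin and DMSO controls.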
# Mdm2-MdmX inh – inhibitors of human Mdm2-MdmX association, primary screen, cell-based, luminescence, split luciferase, SaOS-2, uHTS; AID 485346, 2010; SaOS-2 split-luciferase Mdm2/MdmX complementation; 330,000 tested, 3% active; inhibition, % at 8 µM;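 active = inhibition of at least 50% at 8 µM in the primary screen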
# GRIN3A LBD mod – binders of NR3A ligand-binding domain, primary screen, biophysical, differential scanning fluorimetry, uHTS. Glutamate receptor ionotropic, NMDA 3A (GRIN3A) ligand-binding domain. NR3A LBD differential scanning fluorimetry, Tm shift; 0% = protein alone, 100% = glycine-bound protein. Tm shift relative to glycine control, % at 25 µM. 340,000 tested, 2.5% active. AID 1259313, 2017;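 active = melting temperature shift of at least 10% of the positive control shift, at one fixed dose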
# TIM10 inh – growth inhibitors of isogenic TIM10 control yeast, primary screen, counter-screen for tim10-1 yeast inhibitor project, luminescence, uHTS; 330,000 tested, 1.4% active; inhibition, % at 10 µM; S. cerevisiae TIM10 strain growth, BacTiter-Glo luminescence, 24 h; AID 463195, 2010;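 active = inhibition of 40% or more at the single tested concentration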;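 also: wild-type TIM10 isogenic control strain grown at permissive 25 °C; 0% = DMSO yeast wells and 100% = minimal medium wells without yeast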
# APJ agonist – agonists of human apelin receptor APJ, primary screen, CHO-K1 cells, PathHunter beta-arrestin, luminescence; 330,000 tested, 0.11% active; activation, % at 20 µM; P35414; 0% DMSO wells, 100% apelin;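 active = activation more than six SD over the plate average, tested at 20 µM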;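 also: 0% = DMSO alone and 100% = apelin-13 at 10 nM; some results filed as inactive read as strong as hits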
# Target sequence (P35414 whole entry, looked up): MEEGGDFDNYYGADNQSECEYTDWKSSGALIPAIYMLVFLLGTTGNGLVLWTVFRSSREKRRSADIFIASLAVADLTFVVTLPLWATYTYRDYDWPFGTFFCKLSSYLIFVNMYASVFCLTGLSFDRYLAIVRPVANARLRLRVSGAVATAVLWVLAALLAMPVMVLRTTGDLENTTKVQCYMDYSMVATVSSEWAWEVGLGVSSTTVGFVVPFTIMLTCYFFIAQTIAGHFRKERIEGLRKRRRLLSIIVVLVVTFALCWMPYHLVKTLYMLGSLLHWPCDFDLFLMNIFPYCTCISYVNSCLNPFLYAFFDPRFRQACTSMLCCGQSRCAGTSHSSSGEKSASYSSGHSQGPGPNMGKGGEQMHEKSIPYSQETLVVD
#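 Test system: CHO-K1 APJ beta-arrestin complementation cell line. Amount: cell density 1000 per well. Controls: DMSO negative, 10 nM Apelin-13 positive. Signal: luminescent beta-gal fragment complementation, chemiluminescent substrate. Read-out basis: agonist-driven arrestin binding to APJ. Timing: compound stimulation 90 min at 25 °C, detection 60 min.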
# XBP1 UPR activ – activators of adaptive XBP1 UPR arm, primary screen, cell-based, CHO-XBP1 luciferase reporter, luminescence, uHTS | activation, % at 20 µM | AID 463104, 2010 | 330,000 tested, 0.33% active | IRE1-XBP1 UPR activation; percent of tunicamycin response, DMSO as zero;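 active = versus positive control, 20 µM dose yields 30% or more activation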;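 also: 100% = tunicamycin at 10 µg/mL and 0% = DMSO only wells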
#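 Material: IRE1-XBP1 luciferase reporter CHO line / Quantity: one thousand reporter cells per well / Buffer or medium: F12 with 10% serum / Compound: 20 µM single concentration, DMSO 1% / Times: 6 h treatment, 37 °C / Detection: Steady-Glo luciferase glow luminescence, 10 min after reagent addition / Benchmarks: tunicamycin high, DMSO low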
# NALP3 yeast inh – NALP3 inflammasome inhibitors in reconstituted yeast, primary screen, luminescence, uHTS. 330,000 tested, 0.39% active. inhibition, % at 10 µM. Yeast reconstituted NLRP3/ASC/caspase-1, beta-gal luminescence, 24 h;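 active = inhibition of 50% or more; inactive = inhibition below 50%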;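 also: plate controls were induced DMSO wells for no effect and uninduced yeast grown without galactose for full effect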
# tim10-1 inh – growth inhibitors of tim10-1 mutant yeast, primary screen, luminescence, uHTS; inhibition, % at 20 µM; AID 463190, 2010; 330,000 tested, 2.2% active; S. cerevisiae tim10-1 ts strain growth, BacTiter-Glo, 24 h;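 active = inhibition of at least 40%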;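 also: mutant grown at 25 °C; 0% = DMSO wells with yeast and 100% = wells holding no yeast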
# * hit, by the source's call; / = no result given.
SMILES,tim23-1 inh,CHOP UPR activ,Mdm2-MdmX inh,GRIN3A LBD mod,TIM10 inh,APJ agonist,XBP1 UPR activ,NALP3 yeast inh,tim10-1 inh
CCOC(=O)c1sc2nc(C)nc(NCc3ccc(Cl)cc3)c2c1C,28,1.8,31,-5,-10,1,-1,6,23
CCN1CCN(C(=O)CNC(=O)c2nn(-c3ccc(OC)cc3)c(=O)c3ccccc23)CC1,-1,1.6,-21,3,-3,0,6,13,-1
C=CCNc1nc(N2CCCC2)nc2ccccc12,-3,-1.4,9,0,-5,-3,-5,7,-3
CCOCCCNC(=O)C(c1ccc(Cl)cc1)N1CCN(c2ccccc2)CC1 (stereo unspecified),28,0.4,2,-1,11,-5,-1,21,23
Cc1cc(C)n2c(SCC(=O)Nc3c(C)n(C)n(-c4ccccc4)c3=O)nnc2n1,16,-3.0,20,2,-2,-4,-5,3,3
CC(=O)c1cccc(NC(=O)CCc2nnc3ccc(NCc4ccco4)nn23)c1,-13,-0.1,17,2,7,-1,-4,11,-6
COc1ccc(C(NC(=O)CC(C)C)c2c(O)ccc3ccccc23)cc1 (stereo unspecified),22,1.5,9,-5,14,-5,-3,7,23
CC1Oc2ccccc2N(CC(=O)N2CCCCC2)C1=O (stereo unspecified),8,2.5,-33,1,0,0,5,9,3
Clc1ccccc1Cn1nnc2ccccc21,12,1.1,36,0,-3,-4,-1,-15,-4
Cc1nn(C)c(C)c1NC(=O)c1ccc(S(=O)(=O)N(C)C)cc1,8,-1.3,2,-4,-3,1,-4,14,6
Cc1ccsc1C(=O)NNC(=O)COc1ccccc1Cl,14,3.5,22,-1,3,4,2,15,18
COc1cccc(/C=C/C(=O)OCC(=O)Nc2ccccc2Sc2ccccc2)c1,5,-0.7,-2,3,21,1,0,0,8
CC1=CC(=O)C(C(C)C)=C/C1=N\OC(=O)c1cccc2nc(C)oc12,31,24,53*,1,26,2,-4,-9,33
COc1ccc(/C=C2\C(=O)NCC(=O)N2C)cc1,14,0.4,-12,0,3,-2,-1,8,-8
Cc1ccc(S(=O)(=O)N(C)c2ccc(C)c([N+](=O)[O-])c2)cc1,20,0.7,13,0,18,-2,0,9,28
CC(C)CNC(=O)CSc1ccc(Cl)cc1,6,-0.2,-18,1,4,-4,1,20,-1
O=C(O)CC(NC(=O)c1ccncc1)c1ccccc1 (stereo unspecified),6,-0.4,12,-4,-7,-1,-4,18,0
Cc1ccc(S(=O)(=O)CCC(=O)Nc2cccc([N+](=O)[O-])c2)cc1,8,0.9,-2,0,18,1,0,16,22
N#Cc1cc2ccccc2nc1N,-20,0.7,19,1,14,6,0,6,7
Cc1c(Cl)cccc1NC(=O)Cc1ccc([N+](=O)[O-])cc1,9,-3.4,11,-2,12,-1,0,7,18
CSc1ncccc1C(=O)NCc1ccc(C)cc1,-11,-0.7,4,0,-16,-4,-4,9,-4
CC(C)CCN(C(=O)COc1ccc(C#N)cc1)c1c(N)n(Cc2ccccc2)c(=O)[nH]c1=O,-1,-0.9,20,/,-6,-2,-4,23,0
O=c1ccc(=O)n2n1CC(O)C2,16,-0.4,22,0,3,-2,1,-5,-6
Cc1ccc(-c2nc(N)n(C(=O)c3cccnc3)n2)cc1,26,2.5,-25,-1,11,4,4,12,16
COc1ccc(/C=C/C(=O)NCCSCc2ccco2)cc1,13,0.6,-6,5,0,-7,-2,19,-10
# Later entries:
SMILES,tim23-1 inh,CHOP UPR activ,Mdm2-MdmX inh,GRIN3A LBD mod,TIM10 inh,APJ agonist,XBP1 UPR activ,NALP3 yeast inh,tim10-1 inh
CCOC(=O)/C=C1\SCC(=O)N1Cc1ccc(Br)cc1,27,-0.8,-7,3,12,6,0,0,24
Cc1ccc(S(=O)(=O)N2CCCC2CNC(=O)C(=O)Nc2ccc(F)cc2)cc1 (stereo unspecified),15,-0.3,9,-2,-6,-6,2,15,11
COc1ccc(NC(=O)CCN2C(=O)[C@@H]3[C@H](C2=O)[C@H]2C=C[C@@H]3C2)cc1,3,3.1,1,0,3,-3,0,16,-8
CC(C)C[C@@H](CSc1ccc(Br)cc1)N1CCN(CCc2ccccc2)CCC1=O,15,3.2,-29,-2,9,-7,-1,11,30
O=C(NC1CC1)c1ccc(NS(=O)(=O)c2ccc(F)cc2)cc1,9,-0.1,8,27*,7,-4,1,14,2
CC(=O)NC(Cc1ccc(F)cc1)C(=O)NC1CCN(C(=O)Nc2ccccc2C)CC1 (stereo unspecified),14,0.0,-5,-2,-16,-2,2,15,7
CC(C)(C)c1ccc(Cn2c(=O)cnc3ccccc32)cc1,31,-6.2,72*,1,13,-3,-9,31,39
CCOC(=O)Cc1c(C)nc(N)[nH]c1=O,4,-1.2,-1,1,-14,-1,1,10,0
CC(C)CC(=O)NC(=S)Nc1nc(-c2ccc(Cl)cc2)cs1,19,0.4,8,30*,24,-2,3,-1,37
COc1ccc(NC(=O)c2cc3ccccc3[nH]2)cc1,10,19,-95,24*,9,1,-1,21,20
O=C(CCC1CCCCC1)Nc1ccccc1C(=O)N1CCOCC1,10,-1.3,-20,0,-6,-1,-2,7,11
CC(/C=C/c1ccccc1)=N/NC(=O)c1cccc(Br)c1,-3,1.1,45,-7,20,-3,-1,-4,17
CCC(Cc1ccccc1)NC(=O)CSc1ccsc1[N+](=O)[O-] (stereo unspecified),-5,2.0,8,0,4,-6,-2,19,8
Cc1nc2c(C(=O)NCCC(C)C)c[nH]n2c(=O)c1Cc1ccccc1F,20,1.6,12,-28,20,7,0,16,23
CC1CC(C)CN(CCCNS(=O)(=O)c2cc(Br)cc3c2N(C(=O)C2CC2)CC3)C1 (stereo unspecified),21,0.1,-4,1,-19,1,-3,21,8
COc1ccc(CCn2c(NN)nc3c2c(=O)[nH]c(=O)n3C)cc1,10,1.3,57*,0,4,4,0,1,8
CC1(C)CC(O)(CNCc2ccc3c(c2)OCO3)CCO1 (stereo unspecified),9,1.8,-29,0,1,-1,-3,8,2
CSCCC(NS(=O)(=O)c1ccc2c(c1)oc(=O)n2C)C(=O)NCc1cccs1 (stereo unspecified),-13,0.2,-1,-3,-23,-2,-1,-4,-9
CC(=O)c1c(C)n(-c2ccc(N(C)C)cc2)c2ccc(OCC(N)=O)cc12,27,-0.3,30,-12,31,-2,-1,5,27
Cc1nc(-c2ccc(S(=O)(=O)N3CCN(c4ccccc4)CC3)cc2)co1,15,1.2,-5,-1,-6,1,-2,20,18
CN(C(=O)CSc1nccc(=O)[nH]1)C1CCCCC1,3,0.7,6,0,2,-1,0,8,-5
Cc1ccc(S(=O)(=O)N2CCN(Cc3cc(=O)n4ccccc4n3)CC2)c(C)c1,23,-1.7,-12,0,15,-2,-4,18,19
O=C(c1cc(C2CC2)nc2ccccc12)N1N=C(C(F)F)CC1(O)C(F)F (stereo unspecified),10,-1.0,11,-1,6,-5,3,8,11
O=C(/C=C/c1ccc2ccccc2n1)c1cc(Br)ccc1O,35,2.6,14,0,52*,-8,-1,13,34
CCOC(=O)c1cnc2ccc(C(=O)OC)cc2c1NCCCN1CCOCC1,-6,1.1,19,-1,-7,-2,-5,22,-10

# Results in TIM10 inh, tim10-1 inh and tim23-1 inh (5 entries from above):
mol	TIM10 inh	tim10-1 inh	tim23-1 inh
CCOC(=O)/C=C1\SCC(=O)N1Cc1ccc(Br)cc1	12	24	27
Cc1ccc(S(=O)(=O)N2CCCC2CNC(=O)C(=O)Nc2ccc(F)cc2)cc1 (stereo unspecified)	-6	11	15
COc1ccc(NC(=O)CCN2C(=O)[C@@H]3[C@H](C2=O)[C@H]2C=C[C@@H]3C2)cc1	3	-8	3
CC(C)C[C@@H](CSc1ccc(Br)cc1)N1CCN(CCc2ccccc2)CCC1=O	9	30	15
O=C(NC1CC1)c1ccc(NS(=O)(=O)c2ccc(F)cc2)cc1	7	2	9

# (list continues)
SMILES,tim23-1 inh,CHOP UPR activ,Mdm2-MdmX inh,GRIN3A LBD mod,TIM10 inh,APJ agonist,XBP1 UPR activ,NALP3 yeast inh,tim10-1 inh
CCOC(=O)C1=C(O)CSC1=Nc1ccc(C)cc1,23,0.3,9,2,6,-1,7,8,19
COc1ccc(NC(=O)COC(=O)c2ccc(C)c(S(=O)(=O)N3CCCCC3)c2)cc1,18,-0.9,7,-4,-14,-3,-3,15,-1
CN(C)C(=O)c1ccc(NC(=O)COC(=O)C2CCN(S(=O)(=O)c3ccc4c(c3)OCCO4)CC2)cc1,-16,2.9,15,1,7,-7,-1,25,-4
CN1CCN(C(=O)c2ccc3c(c2)NC(=O)/C(=C/c2ccccc2)S3)CC1,14,-2.1,-5,-3,14,-4,-1,8,-6
CC1(c2nnc(Cc3ccccc3)o2)CC(c2ccccc2Br)=NO1 (stereo unspecified),1,-1.6,-5,1,-5,5,-3,7,4
Nc1cc(=O)[nH]c(SCC(=O)N2N=C(c3ccc(Cl)cc3)CC2c2ccco2)n1 (stereo unspecified),13,0.5,-27,-2,19,-5,-2,-6,25
O=C(O)CSc1ncccn1,-9,0.7,14,0,-1,1,0,8,-8
Cc1ccc(-c2nnn(CC(=O)N(CCN3CCOCC3)C(C(=O)NC3CCCC3)c3ccncc3)n2)o1 (stereo unspecified),0,-0.7,-17,-5,-11,1,-3,17,8
CCCCC(=O)NC(=S)Nc1ccc(S(=O)(=O)N2CCCC2)cc1,42,1.5,1,-2,29,-5,2,7,32
COC(=O)c1cc(S(=O)(=O)N2CCCC2=O)c(Cl)cc1Cl,-10,-0.5,11,-1,-5,-1,-5,4,-12
O=C(CCC1CCCC1)Nc1ccc(Br)cn1,4,3.0,-89,-1,16,0,3,7,9
CCN1CCN(c2ccc(S(=O)(=O)N3CCCCC3)cc2NC(=O)CC(C)c2ccccc2)CC1 (stereo unspecified),3,3.1,18,2,-2,-8,-2,15,4
C[C@H](CO)N1C[C@H](C)[C@@H](CN(C)S(C)(=O)=O)Oc2c(NC(=O)Nc3ccc4c(c3)OCO4)cccc2C1=O,6,-0.4,-24,-2,8,0,2,-7,12
CCc1nnc(NC(=O)C2CCC(CNc3c(N4CCC(C)CC4)c(=O)c3=O)CC2)s1 (stereo unspecified),-8,0.2,22,-1,5,0,-2,-3,3
NC(=O)Nc1ccc(C(=O)N2CCN(S(=O)(=O)Cc3ccccc3)CC2)cc1,5,1.2,25,1,5,-4,-3,11,8

# Given with two lines to a compound: entries from further up.
# Sequence of screens – tim23-1 inh, CHOP UPR activ, Mdm2-MdmX inh, GRIN3A LBD mod, TIM10 inh, APJ agonist, XBP1 UPR activ, NALP3 yeast inh, tim10-1 inh
> Cc1ccc(-c2nnn(CC(=O)N(CCN3CCOCC3)C(C(=O)NC3CCCC3)c3ccncc3)n2)o1 (stereo unspecified)
    0, -0.7, -17, -5, -11, 1, -3, 17, 8
> O=C(O)CSc1ncccn1
    -9, 0.7, 14, 0, -1, 1, 0, 8, -8
